mcGAS RapidFire: inhibitors of Mus musculus cyclic GMP-AMP synthase, initial high-throughput assay, cell-free, RapidFire MS; Q8C6L5; recombinant mouse cGAS, cGAMP by RapidFire MS; inhibition, % at 12.5 µM; hit rate 0.18% among 130,000; AID 1259397, 2018;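 active = inhibition of cGAS enzyme activity at or above 60%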;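 note: enzyme stimulated by 45 bp dsDNA with ATP and GTP substrates; cGAMP share of summed cGAMP plus half ATP and half GTP signals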
Target sequence (Q8C6L5 whole entry, looked up): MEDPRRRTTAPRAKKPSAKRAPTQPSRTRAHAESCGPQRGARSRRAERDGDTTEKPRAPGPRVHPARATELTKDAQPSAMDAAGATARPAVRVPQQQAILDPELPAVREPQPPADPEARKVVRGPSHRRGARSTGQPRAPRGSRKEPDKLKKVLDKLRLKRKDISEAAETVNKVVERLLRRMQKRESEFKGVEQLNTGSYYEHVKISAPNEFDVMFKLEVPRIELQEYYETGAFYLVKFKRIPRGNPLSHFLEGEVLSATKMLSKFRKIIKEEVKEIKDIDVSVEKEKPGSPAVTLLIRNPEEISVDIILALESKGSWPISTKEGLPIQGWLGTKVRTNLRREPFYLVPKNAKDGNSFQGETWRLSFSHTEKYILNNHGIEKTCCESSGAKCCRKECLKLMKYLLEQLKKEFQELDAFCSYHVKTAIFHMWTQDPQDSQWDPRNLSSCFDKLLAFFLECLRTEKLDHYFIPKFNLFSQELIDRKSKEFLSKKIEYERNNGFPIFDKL
* = called active by the depositor; & = joins results of further samples.

| Compound | mcGAS RapidFire |
| --- | --- |
| CCCSc1ncc(CN2CCC(CN)C2)cn1 (stereo not given) | 1 |
| COc1cccc(CNC(=O)c2nc(C)ncc2Cl)c1 | -4 |
| Cc1nc2cc(OCc3cc(C(=O)NC(C)c4nccs4)no3)ccc2s1 (stereo not given) | -3 |
| CC(CNS(=O)(=O)NCc1ccccc1)Oc1cccnc1 (stereo not given) | -19 |
| Cc1cc(C)c(-c2nccn2Cc2cccnc2)cc1Cn1cncn1 | -8 |
| O=C(NCc1ccc(F)c(Cl)c1)NCc1ccccn1 | -4 |
| Cn1cc(CN2CCN(C(=O)c3ccco3)CC2)c(-c2ccc3c(c2)OCCO3)n1 | -4 |
| Nc1nonc1-c1noc(-c2ccccc2Br)n1 | -6 |
| CC(C)=C(C#N)n1cnc2ccccc21 | 39 |
| O=S(=O)(Nc1ccc(SC(F)F)cc1)c1ccc(F)c(F)c1 | -10 |
| CC(=O)Cn1c(=O)c2c(nc3n(-c4ccc(Br)cc4)c(C)cn23)n(C)c1=O | -1 |
| Cc1c(C#N)c(NC(=O)CN2CCCCC2)n(Cc2ccco2)c1C | -8 |
| CC(C)c1cc(Oc2cccc(Cl)c2)nc(SCc2ccc([N+](=O)[O-])cc2)n1 | -3 |
| N=C1C(c2ccccc2)C(=O)C2CCc3ccccc3N12 (stereo not given) | -8 |
| CC(C)(C(=O)NCC1(O)CCSC1)c1cccc(F)c1 (stereo not given) | -2 |
| CCSc1nnc(NC(=O)c2cc(-c3cccc(C)c3)nc3ccccc23)s1 | 0 |
| COc1cc(OC)cc(C(=O)Nc2nnc(CC(C)C)s2)c1 | -6 |
| Cc1cn2c3c(=O)n(CC(C)C)c(=O)n(C)c3nc2n1CCO | -2 |
| COC(=O)c1ccc(-c2noc(CN3CCN(c4ccccc4F)CC3)n2)cc1 | -2 |
| N#CC(NC(=O)c1ccc(N2CCOC2=O)cc1)c1ccccc1F (stereo not given) | -6 |
| CC(NC(=O)CNC(C)(CO)C1CCCCC1)c1ccccc1Cl (stereo not given) | 1 |
| OC(CC(O)c1ccccc1)CN1CCOCC1 (stereo not given) | -5 |
| c1ccc(-c2nc(C3NCCc4[nH]cnc43)cs2)cc1 (stereo not given) | -6 |
| Cc1cccc(-c2nc(Cc3ccccc3)no2)c1 | -5 |
| O=C(Cn1cnnn1)NCCCc1ccc(Br)cc1F | 2 |

Exported field by field: part of the list above
compound: O=C(Cn1cnnn1)NCCCc1ccc(Br)cc1F
  mcGAS RapidFire = 2
compound: Cc1cn2c3c(=O)n(CC(C)C)c(=O)n(C)c3nc2n1CCO
  mcGAS RapidFire = -2
compound: OC(CC(O)c1ccccc1)CN1CCOCC1 (stereo not given)
  mcGAS RapidFire = -5
compound: CCSc1nnc(NC(=O)c2cc(-c3cccc(C)c3)nc3ccccc23)s1
  mcGAS RapidFire = 0

Continued:
| Compound | mcGAS RapidFire |
| --- | --- |
| CCn1c(SCCC2CCCCN2C)nnc1-c1ccccc1OC (stereo not given) | -6 |
| O=C1C=C(N2CCOCC2)C(=O)N1c1ccc(Cl)cc1 | -6 |
| CCCOc1ccc(C(=O)NC(=S)NC23CC4CC(CC(C4)C2)C3)cc1 | -8 |
| COC(=O)C(C)Sc1nc2c(c(=O)n1-c1ccccc1)SCC2 (stereo not given) | -7 |
| Cc1cc(C)c2sc(=NS(=O)(=O)c3ccc(Cl)s3)n(C)c2c1 | -4 |
| Cc1ccsc1C=NNc1ncnc2sc(C)c(C)c12 | -5 |
| CCc1nnc(CS(=O)(=O)c2ccc3ccccc3c2)o1 | 1 |
| CCOc1ccccc1NC(=O)c1oc2ccccc2c1NC(=O)Cc1cccs1 | -5 |
| Cn1c(-c2ccc(Cl)cc2)csc1=Nc1cccc(S(=O)(=O)N2CCOCC2)c1 | 1 |
| CCN(CC)S(=O)(=O)c1cccc(N=Nc2c(C)nn(-c3ccccc3)c2N)c1 | -8 |
| CCC[C@@H]1C[C@@H](C(=O)N[C@H]([C@H]2O[C@H](SC)[C@H](O)[C@@H](O)[C@H]2O)[C@H](C)O)N(C)C1 | -6&-1 |
| Cc1c(C)n2c3c(=O)n(CCN4CCCCC4)c(=O)n(C)c3nc2n1Cc1ccco1 | -8 |
| Cc1[nH]c2ccc(Cl)cc2c1CCn1ccnc1-c1nccn1C | 8 |
| CCCCSc1nc2c(c(=O)[nH]c(=O)n2C)n1CCOC | -11 |
| Cc1nc2c(C)cccc2cc1C(=O)N1CCC2(CCN(C)CC2)C1 | -34 |
| Cn1ccnc1CN1CCN(Cc2nc(-c3ccccc3)no2)CC1 | 1 |
| Cc1csc(Nc2ccc(N)cc2)n1 | 1 |
| Cc1nn(CC(=O)Nc2cccc(F)c2)c(C)c1[N+](=O)[O-] | 0 |
| O=C(COc1nsnc1N1CCOCC1)N1CCOCC1 | -32 |
| CC(CC(=O)NC(C)C12CC3CC(CC(C3)C1)C2)c1ccccc1 (stereo not given) | -6 |
| CCCC(C)c1n[nH]c2c1CN(Cc1ccc3c(c1)OCCN3C)CC2 (stereo not given) | 4 |
| O=S(=O)(NCc1ccco1)c1ccc(-n2cccn2)cc1 | -4 |
| Cc1cc(-n2c(C)cc(C(=O)Cn3ncc(Cl)c(Cl)c3=O)c2C)no1 | -7 |
| CCN(CC)S(=O)(=O)c1ccc2c(c1)N(Cc1cccc(F)c1)C1CCCN21 (stereo not given) | 2 |
| CN1C[C@H](NC(=O)c2cccc(Cn3cccn3)c2)C[C@H]1CO | -12 |

A run of entries from further up, for reference:
| Compound | mcGAS RapidFire |
| --- | --- |
| CCN(CC)S(=O)(=O)c1ccc2c(c1)N(Cc1cccc(F)c1)C1CCCN21 (stereo not given) | 2 |
| CN1C[C@H](NC(=O)c2cccc(Cn3cccn3)c2)C[C@H]1CO | -12 |

The listing continues:
| Compound | mcGAS RapidFire |
| --- | --- |
| Cc1nc(COC(=O)C(C)Oc2ccccc2C(F)(F)F)oc1C (stereo not given) | -6 |
| C=C1CC(OC(=O)CC)C(C)(C)CC2=C(C)CCC12 (stereo not given) | -1 |
| CNC(=O)NC(=O)CCN1CCCN(c2ccc(C)nn2)CC1 | 0 |
| O=C(Nc1nccs1)c1ccc(COc2ccc(F)cc2)o1 | -9 |
| CCc1nnc(NC(=O)c2cc(Cl)c(OCC(N)=O)c(OC)c2)s1 | 5 |
| O=C(Nc1ccc(F)cc1F)C1CC2CCCC(C1)C2=O (stereo not given) | 5 |
| O=C(CCCn1c(=O)oc2cc([N+](=O)[O-])ccc21)Nc1ccccn1 | -5 |
| CCOC(=O)c1cc(OC)c2cccc(CN3CCCCCC3(C)C(=O)NCC(C)C)c2c1 (stereo not given) | 3 |
| O=C(CSc1ncnc2sccc12)NNC(=O)c1ccc(Br)s1 | -5 |
| Cc1ccc(F)cc1NCC(=O)Nc1ccc2c(c1)OCCO2 | 3 |
| CCc1nnc2n1N=C(c1ccc3c(c1)OCCO3)CS2 | -10 |
| Cc1ccc(CN(C)C(=O)CN2CCc3cc(S(N)(=O)=O)ccc32)cc1 | -21 |
| Cn1c(SCC(=O)NC2CCCC2)nnc1C(F)(F)F | -8 |
| CCOC(=O)N1CC(C)N(C(=O)OCC)CC1C (stereo not given) | -11 |
| Cc1nnc(NC(=O)NC2CCNCC2)s1 | -11 |
| CCn1cnnc1CNC(=O)C(C)(C)c1ccc(F)cc1 | -5 |
| Cc1nn(C(=O)COc2ccccc2[N+](=O)[O-])c(C)c1Sc1ccc([N+](=O)[O-])cc1 | -9 |
| COc1nc2ccccc2cc1/C=C/C(=O)O | -6 |
| COC(=O)Cn1c(CSc2nccc(C)n2)cc(=O)n2c3ccccc3nc12 | -43 |
| CN(Cc1ccc(N2CCCCC2)cc1)Cc1cc2c(cc1O)OCO2 | -7 |
| CN(C)c1nc2c(c(=O)n(C)c(=O)n2C)n1Cc1ccccc1 | -4 |
| CCN(CC)C(=O)CN1CCN(C(=O)c2sc3ccc(F)cc3c2C)CC1 | 8 |
| CCOc1cc(/C=C(\C#N)c2nn(CCO)c(N)c2C#N)cc(I)c1OCC | 9 |
| CCN(CC(=O)N1CCN(C(=O)c2cccs2)CC1)CC1COc2ccccc2O1 (stereo not given) | -2 |
| N#Cc1cccc(NC(=O)CNc2cccc(Br)c2)c1 | -11 |

Entries listed so far containing a CF3 group:
| Compound | mcGAS RapidFire |
| --- | --- |
| Cc1nc(COC(=O)C(C)Oc2ccccc2C(F)(F)F)oc1C (stereo not given) | -6 |
| Cn1c(SCC(=O)NC2CCCC2)nnc1C(F)(F)F | -8 |

Seven entries drawn at random from the list so far, as already listed:
| Compound | mcGAS RapidFire |
| --- | --- |
| Cn1c(SCC(=O)NC2CCCC2)nnc1C(F)(F)F | -8 |
| CCc1nnc(NC(=O)c2cc(Cl)c(OCC(N)=O)c(OC)c2)s1 | 5 |
| N#Cc1cccc(NC(=O)CNc2cccc(Br)c2)c1 | -11 |
| CCc1nnc2n1N=C(c1ccc3c(c1)OCCO3)CS2 | -10 |
| Cc1nnc(NC(=O)NC2CCNCC2)s1 | -11 |
| O=C(CSc1ncnc2sccc12)NNC(=O)c1ccc(Br)s1 | -5 |
| CCOc1cc(/C=C(\C#N)c2nn(CCO)c(N)c2C#N)cc(I)c1OCC | 9 |

(further entries)
| Compound | mcGAS RapidFire |
| --- | --- |
| CC(=O)c1cc2c(cc1NS(=O)(=O)c1ccc3c(c1)NC(=O)C(C)O3)OCO2 (stereo not given) | 12 |
| CCOC(C)C(=O)Nc1nc2c(s1)CC(c1ccccc1)CC2 (stereo not given) | -15 |
| N#Cc1ccc(N2CCCN(CC(O)c3cccc(C(F)(F)F)c3)CC2)cc1 (stereo not given) | 0 |
| CCCC(c1ccccn1)N(C)C(=O)/C=C/c1c(C)nn(C)c1Cl (stereo not given) | -5 |
| CCc1ncc(C(=O)N2CC[C@@H](c3ccc4ccccc4c3)[C@H](O)C2)cn1 | -1 |
| CCC1CCCN(C(=O)c2ccc(Cl)c3cccnc23)C1 (stereo not given) | -55 |
| CNc1ncnc2c1C(c1ccc(Br)cc1)c1c(NC)ncnc1O2 | 0 |
| Cc1ccc(S(=O)(=O)N2CCN(C(=O)CCc3ncc(-c4ccc(C)c(C)c4)o3)CC2)c(C)c1 | -5 |

High-throughput results: PubChem, Fisher Drug Discovery Resource Center

A portion of the library; rates above refer to the full screens.
